# Compound activity from PubChem.
# ELG1 genotox: induces genotoxicity in HEK293T cells with luciferase-tagged ELG1; HEK293T ELG1-luciferase reporter, luminescence, 16 h; Potency, µM (doses to about 46 µM), for the others: at the highest dose activity change, positive = activation, actives largely listed as activators; hit rate 1.3% among 330,000; further: potency means the concentration at half of the fitted maximal effect; % of control where 0% means no effect; nearly all actives have a fitted effect of over 60% in size
#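 ELG1-luciferase HEK293T cells, 2,000/well; compound pinned in; 16 hr, 37 °C, 5% CO2; ONE-Glo, 30 min RT; luminescence on CCD imager.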
# FBPA coupling cs: counter-screen for Giardia aldolase inhibitors: coupling enzyme system; coupling enzyme system counterscreen, AmpLite Red fluorescence; activity change, negative = inhibition, % at 58.2 µM, hits read low; hit rate 0.67% among 290,000; in the data active means activity change below about -30%; further: on the % scale 0 is the no-effect control and ±100 the full control effect
#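 Fluorescence at 525 nm excitation and 598 nm emission measured inhibition of the coupled detection system without aldolase. Compounds (at 57.5 uM final) were preincubated 10 min at room temperature with coupling enzyme reagent before a 20 min substrate/AmpLite Red step.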
# Giardia killer: Giardia lamblia killing. Giardia lamblia trophozoite viability. hit rate 0.15% among 340,000. activity change, % at 7.66 µM, hits read low. AID 540267; in the data active means activity change below about -80%; inconclusive means between about -30% and that limit;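 further: parasites exposed to compound for two days anaerobically before the ATP read; on the % scale 0 is the no-effect control and ±100 the full control effect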
#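 Trophozoites 100 cells/well + cpd; 48 hrs, 37 deg C, anaerobic. ATPLite 1-Step added, 15-30 min RT, luminescence read (ATP-based viability).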
# FLuc counter: inhibits or activates purified firefly luciferase, miR-21 counter-screen; P08659; purified FLuc, Km substrates, luminescence inhibition; Potency, µM (top dose mostly 57.5 µM), without a hit: at the top dose activity change, negative = inhibition, hits mostly inhibitors; hit rate 6.9% among 360,000; AID 588342;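 further: potency means the concentration at half of the fitted maximal effect; plate controls were vehicle for no effect and reference inhibitor for full effect; nearly all actives have a fitted effect of over 55% in size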
#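 Biochemical qHTS of compounds, final roughly 60 µM downward over six points, against 10 nM purified firefly luciferase using Km concentrations of substrates (10 uM D-luciferin, 10 uM ATP) in Tris acetate pH 7.5 buffer; luminescence output.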
# RORg inh: ROR gamma (mouse) transcription inhibition; P51450; Drosophila S2 Gal4-RORgamma UAS-luciferase reporter, 20 h; Potency, µM (titrated, usually from 53.6 µM), inactives show at the highest dose activity change, negative = inhibition, actives largely listed as inhibitors; hit rate 5.4% among 310,000; AID 2551; further: potency means the concentration at half of the fitted maximal effect; on the % scale 0 is the no-effect control and ±100 the full control effect; nearly all actives have a fitted effect of over 60% in size
# Target sequence (P51450 whole entry, looked up, the tested form may be a part): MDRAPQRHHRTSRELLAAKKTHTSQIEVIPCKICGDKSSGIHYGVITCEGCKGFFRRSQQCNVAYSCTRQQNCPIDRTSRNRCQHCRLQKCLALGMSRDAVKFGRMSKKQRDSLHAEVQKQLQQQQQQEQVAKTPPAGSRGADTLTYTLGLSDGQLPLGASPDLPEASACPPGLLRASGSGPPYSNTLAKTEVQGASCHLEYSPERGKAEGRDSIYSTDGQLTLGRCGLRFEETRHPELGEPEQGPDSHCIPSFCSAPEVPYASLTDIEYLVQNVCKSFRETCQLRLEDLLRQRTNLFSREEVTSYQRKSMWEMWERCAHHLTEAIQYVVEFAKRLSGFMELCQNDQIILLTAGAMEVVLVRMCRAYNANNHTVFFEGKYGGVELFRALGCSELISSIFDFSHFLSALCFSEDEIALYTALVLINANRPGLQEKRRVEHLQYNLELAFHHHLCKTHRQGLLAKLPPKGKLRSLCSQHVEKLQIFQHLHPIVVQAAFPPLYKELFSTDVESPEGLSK
#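 Compounds are pin-transferred onto Drosophila Schneider cells expressing a copper-inducible Gal4–ROR gamma transactivation domain fusion. After 1 hr, copper sulfate is added to 700 uM final; luciferase is read 20 hr later.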
# Tb PFK block: blocks T. brucei phosphofructokinase. AID 485367. Potency, µM (doses to about 57.5 µM), for inactives: at the highest dose activity, negative = inhibition, actives largely listed as inhibitors. T. brucei PFK, ADP-Glo luminescence. hit rate 0.17% among 330,000;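 further: potency means the concentration at half of the fitted maximal effect; 0% = uninhibited 1x PFK enzyme wells and -100% = no-enzyme wells; nearly all actives have a fitted effect of over 60% in size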
# Target sequence (O15648 whole entry, looked up): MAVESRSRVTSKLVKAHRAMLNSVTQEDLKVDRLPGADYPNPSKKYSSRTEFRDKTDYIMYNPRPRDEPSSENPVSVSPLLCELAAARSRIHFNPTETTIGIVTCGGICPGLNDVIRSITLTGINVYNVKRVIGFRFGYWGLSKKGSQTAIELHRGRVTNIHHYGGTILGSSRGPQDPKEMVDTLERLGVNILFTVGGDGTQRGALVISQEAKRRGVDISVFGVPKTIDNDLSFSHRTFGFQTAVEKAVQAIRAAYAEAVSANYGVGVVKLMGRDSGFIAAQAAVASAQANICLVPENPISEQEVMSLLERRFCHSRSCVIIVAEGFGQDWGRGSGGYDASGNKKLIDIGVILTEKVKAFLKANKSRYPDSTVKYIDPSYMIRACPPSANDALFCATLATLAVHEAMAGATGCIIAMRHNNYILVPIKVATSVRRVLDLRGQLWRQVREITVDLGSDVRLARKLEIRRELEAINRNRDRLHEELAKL
#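 ADP-Glo luminescence quantified ADP after 45 min at room temperature, with 1.25 nM T. brucei PFK, 0.1 mM ATP and 0.5 mM fructose-6-phosphate in pH 8.0 TEA buffer. qHTS titrations up to 57 µM; curves classified by quality.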
# Rab9 promoter act: Rab9 promoter activation. Huh7 Rab9 promoter-luciferase reporter, luminescence, 24 h. Potency, µM (doses to about 9.22 µM), for the others: at the highest dose activation, negative = inhibition, most hits filed as activators. hit rate 2.8% among 320,000. AID 485297; further: potency means the concentration at half of the fitted maximal effect; % of control where 0% means no effect; nearly all actives have a fitted effect of over 60% in size
#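 Luminescence read-out: Huh7 cells stably expressing Rab9-luciferase, treated 24 h with compound at 37 °C, then lysed with luciferase reagent for 10 min at ambient before reading.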
# NPC1 promoter act: activates the NPC1 promoter; Huh7 NPC1 promoter luciferase reporter, 24 h; Potency, µM (top dose mostly 9.22 µM), inactives show at the highest dose activation, usual class: activators; hit rate 2.4% among 320,000;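 further: potency means the concentration at half of the fitted maximal effect; % of control where 0% means no effect; nearly all actives have a fitted effect of over 60% in size; reporter is driven by a mutant NPC1 promoter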
#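 Stable NPC1-promoter luciferase Huh7 line; cpd (DMSO) 24 h, 37 °C, 5% CO2; Amplite luciferase reagent 10 min RT; luminescence readout. qHTS format.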
# VP16 counter: Gal4-VP16 reporter inhibition counter-screen; Drosophila S2 Gal4-VP16 UAS-luciferase, luminescence, 20 h; Potency, µM (top dose mostly 53.6 µM), without a hit: top-dose activity, negative = inhibition, actives largely listed as inhibitors; hit rate 3.5% among 310,000; AID 2546;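 further: Gal4-VP16 expression switched on by copper sulfate through the metallothionein promoter; potency means the concentration at half of the fitted maximal effect; on the % scale 0 is the no-effect control and ±100 the full control effect; nearly all actives have a fitted effect of over 50% in size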
# uPA surface inh: blocks generation of uPA at the cell surface; AID 540303; cell surface uPA generation assay, qHTS; Potency, µM (top dose mostly 38.3 µM), inactives show at the top dose activity change, negative = inhibition, actives largely listed as inhibitors; hit rate 0.31% among 330,000; active means well fitted inhibition curve with a large enough effect; inconclusive means small, poorly fitted or top-dose-only effect; inactive means no such curve, though single readings can be large or run the other way; tested in mouse RAW 264.7 cells; further: potency means the concentration at half of the fitted maximal effect; on the % scale 0 is the no-effect control and ±100 the full control effect; nearly all actives have a fitted effect of over 55% in size
# KCNH2 3.1 inh: inhibitors of human KCNH2 3.1 potassium channel isoform | activity change, % (tested at about 1.8 µM) | hit rate 0.95% among 340,000 | U2OS KCNH2 3.1, thallium flux FluxOr; active compounds read low;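 active means maximum activity change below -70%; inconclusive means maximum activity change from -70% to -50%; inactive means maximum activity change above -50%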;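 further: thallium influx rate constant from kinetic fluorescence after stimulation buffer; on the % scale 0 is the no-effect control and ±100 the full control effect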
#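 Steps: virus added to U2OS suspension (4 h, RT, dark); medium with 10% FBS added, cells plated, 37 C overnight; FluxOr/Red40 loading buffer 45 min RT; stimulation buffer, 2 min kinetic read; rate constant normalized.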
# Numbers without * were called inactive; u = inconclusive; x = no result given; [ ] = remark or other dose. Unless noted, the call rests on the fitted dose curve; in most records, active means well fitted curve in the direction sought with a large enough effect; inconclusive means small, poorly fitted or top-dose-only effect, or another doubt; inactive means no such curve, though single readings can be large; an effect the other way counts as inactive or inconclusive.
# Values run as follows: ELG1 genotox, FBPA coupling cs, Giardia killer, FLuc counter, RORg inh, Tb PFK block, Rab9 promoter act, NPC1 promoter act, VP16 counter, uPA surface inh, KCNH2 3.1 inh
- O=C(CN1CCN(c2ccc(Cl)cc2)CC1)c1ccc2c(c1)OCO2
  -4.8%, x, -17.7, -6.0%, -8.2%, -10.6%, -2.6%, 6.5%, 2.4%, 2.1%, 9.0
- S=C(Nc1ccccc1)Nc1cccc(Cl)c1Cl
  -7.3%, -2.2, -4.7, -10.3%, -43.2%, -17.3%, 1.6%, 2.8%, 7.5%, 2.3%, 8.9
- Cc1[nH]c2ccccc2c1CC#N
  0.2%, -0.6, 4.2, -3.3%, -0.9%, -7.8%, -3.5%, -4.7%, 9.1%, 4.6%, 0.5
- O=C(c1cnn2c(C(F)F)cc(C3CC3)nc12)N1CCc2ccccc2C1
  -3.2%, -0.2, 3.8, 4.1%[2.3 µM], 20.3%, -1.7%, -0.2%, -2.2%, 9.5%, -3.8%, -20.6
- Fc1ccccc1/C=C1\CCCC2=C1NC(=S)NC2c1ccccc1F (stereo not given)
  -2.8%, 0.3, 3.8, -10.7%, 2.51µM*, -4.7%, -16.5%, -4.4%, 11.2µM*, 0.6%, 3.8
- COc1ccc(S(=O)(=O)NCCSCc2cccc(C)c2)cc1Br
  2.6%, -1.9, -4.0, 0.9%, 7.1%, -1.3%[0.46 µM], 5.0%, 0.2%, -1.0%, -2.8%, 0.2
- CCOc1ccc(N2C(=O)C3C(C2=O)C3(c2ccccc2)c2ccccc2)cc1 (stereo not given)
  -6.3%, 0.2, -2.5, 5.7%, 14.4%, 1.8%, 0.0%, -1.9%, -20.9%, -4.8%, -23.8
- O=C(CCc1ccc(S(=O)(=O)N2CCOCC2)cc1)OCc1nc2ccccc2s1
  u, 0.7, 15.7, 21.3µM*, -17.4%, 4.0%, 6.4%, -2.7%, -0.9%, 0.7%, -35.1
- Cc1cc(-c2n[nH]c(=S)n2/N=C/c2ccccc2[N+](=O)[O-])n[nH]1
  1.7%, -1.0, u, 0.5%, -15.6%, -0.4%, 1.3%, -1.2%, u, 4.0%, -6.2
- O=c1ccc(C(F)(F)F)cn1Cc1cc(=O)n2ccsc2n1
  13.5%, -0.2, -3.1, 1.9%, 13.4%, -4.5%, 1.5%, -6.2%, -4.9%[10 µM], 3.2%, 9.8
- COC(=O)c1ccc(/C=N/Nc2nc(-c3ccc(C)cc3)cs2)cc1
  0.5%, 1.7, -0.1, -0.8%, -37.3%, -14.3%, -2.2%, -0.4%, -5.4%, 7.3%, -1.8
- Cc1ccc(S(=O)(=O)N(C)C)cc1NC(=O)COC(=O)/C=C/c1cccs1
  -0.8%, x, 0.4, -17.4%, x, -2.2%, -0.6%, 1.3%, x, -19.1%, -3.4
- COc1ccccc1S(=O)(=O)NCc1ccc(C(=O)NC2CCC(O)CC2)cc1 (stereo not given)
  0.7%, x, 12.7, x, x, -3.4%, -6.8%, -0.5%, x, 4.2%, 12.3
- Cc1ccc(Nc2nc(-c3cccnc3)nc3ccccc23)cc1
  -12.1%, 0.6, -16.4, -3.7%, 18.5%, 1.6%, -12.2%, -19.9%, -4.1%, -10.1%, 21.9
- CCC(c1c(C)n(C)n(-c2ccccc2)c1=O)c1c(C)n(C)n(-c2ccccc2)c1=O
  -0.8%, -0.8, -23.7, u, 0.1%, 2.9%, 10.4%, -2.9%, 0.2%, -1.2%, 16.2
- COc1ccc(OC)c(NC(=O)CSc2nnc(-c3ccncc3)s2)c1
  -0.5%, -2.0, 4.9, -0.3%, -0.1%, -4.7%, 1.0%, 2.5%, -3.7%, 7.0%, -17.2
- O=C1COc2ccc(C(=O)C[n+]3cccc(O)c3)cc2N1
  -0.3%, -1.1, -28.7, -0.8%, -22.7%, 3.1%, 1.2%, 0.9%, 0.9%, 5.7%, -7.0
- COc1ccccc1OCCSc1ncnc2nc[nH]c12
  -6.7%, 0.6, 12.7, -0.2%[2.3 µM], 17.2%, 24.4%, 0.6%, 0.6%, 12.5%, -2.7%, 5.2
- CCC(C)c1ccc(OCCN2CCCC2)cc1 (stereo not given)
  -1.4%, -6.0, -3.5, -2.0%, -1.9%, 0.1%, -1.7%, -2.8%, 7.5%, -3.1%, -23.9
- COC(=O)COc1cccc(NC(=O)c2ccccc2)c1
  0.8%, 0.3, -13.9, u, -1.0%, 3.9%, -2.5%, -1.7%, -2.1%, -1.3%, -19.8
- CCC(C)(C)n1nnnc1C(c1ccncc1)N1CCC(C)CC1 (stereo not given)
  -0.2%, 1.6, 12.3, 1.9%, -21.9%, 4.8%, -2.8%, 0.8%, 0.7%, -4.1%, 0.8
- Cc1cccc(NC(=S)N(Cc2cccs2)Cc2cc3cc(C)ccc3[nH]c2=O)c1
  -9.6%, 1.6, 12.0, 0.4%, -6.6%, 1.0%, -3.0%, -3.9%, -1.8%, 4.1%, -5.5
- COc1cc(C(O)CO)ccc1O (stereo not given)
  -4.7%, x, -8.1, 0.3%, x, -1.7%, -1.0%[46.1 µM], 4.5%[46.1 µM], x, -3.4%, -1.4
- COc1ccc(NC2CCCN(C(=O)c3ccc(C(C)=O)s3)C2)cc1 (stereo not given)
  2.6%, -0.3, 8.4, 2.3%, 4.1%, 7.1%, 0.3%, 2.4%, -3.2%, -0.8%, -3.6
- Cc1[nH][nH]c(=O)c1C(c1ccc(-c2ccc(C(=O)O)cc2)o1)c1c(C)[nH][nH]c1=O
  -0.9%, -62.7*, -19.2, u, 0.9%, u, 1.1%, 0.1%, -6.2%, -0.7%, -12.6
- O=C(O)c1cc2nc(-c3ccc(F)cc3)cc(C(F)(F)F)n2n1
  x, 6.0, 2.3, 2.4%, 5.6%, x, x, x, 7.5%, 2.4%, -2.1
- CCOc1cc(S(=O)(=O)N2CCCC2)c(C)cc1C
  -4.3%, -3.4, -15.1, -0.7%, 3.7%, -7.8%, -7.9%, -3.0%, 5.9%, 0.6%, 1.5
- COc1ccc(/C=N/N2C(=O)CSC2=S)cc1Br
  -7.5%, x, -20.2, u, x, -6.2%, 8.4%, 5.0%, x, 9.3%, 5.7
- CCOC(=O)C1=NNC(C(=O)c2ccc(C)cc2)C1c1ccc(OC)cc1 (stereo not given)
  2.9%, -0.7, 2.0, u, 17.2%, 2.0%, -4.6%, -5.1%, 8.0%, 6.8%, 2.8
- CCN(CC(=O)NCc1ccc(F)cc1)CC(=O)NC1CCCC1
  -1.2%, 2.4, 23.6, -0.2%, -2.3%, -4.7%, -2.1%, 2.0%, -17.1%, -1.4%, -8.6
- Cc1cc(=O)[nH]c(SCC(=O)c2ccc(C(C)C)cc2)n1
  4.7%, 5.7, -14.0, u, 1.12µM*, 5.2%, -6.1%, -4.2%, u, -4.7%, 4.5
- Cc1ccc(CC(=O)N2CCN(c3cccc(C(F)(F)F)c3)CC2)cc1
  -4.2%, x, 9.7, 2.4%, u, -8.2%, 2.7%, -1.2%, 2.1%, -5.6%, -14.0
- O=C(NN1C(=O)C2C3C=CC(C4CC34)C2C1=O)c1ccc(Cl)cc1Cl (stereo not given)
  -6.0%, x, 1.9, -6.0%, 15.0%, -3.8%, -9.4%, -7.3%, -19.8%, -1.8%, 9.9
- CCCSc1nnc(-c2c[nH]c3ccccc23)n1C
  u, -0.3, -9.2, 15.1µM*, u, -0.1%, 24.1%, 21.5%, 13.4%, -5.0%, -4.0
- CC(OC(=O)CCC1CCCCC1)C(=O)Nc1ccc(S(N)(=O)=O)cc1 (stereo not given)
  -1.6%, x, 0.9, -3.1%, x, -1.9%, -3.1%, -0.5%, x, 4.2%, -3.2
- C=CCSc1nc2c(cnn2-c2ccc(C)c(C)c2)c(=O)[nH]1
  -3.0%, 1.6, -1.2, 1.1%, 2.1%, -4.4%, -4.6%, -1.8%, -6.8%, 10.5%, 27.8
- Nc1nccc(-c2cccs2)n1
  0.4%, 3.6, -10.8, 0.0%, 1.2%, 5.7%, 2.4%, -0.7%, u, -0.1%, 17.9

# 2 entries from above in a different format.
CC(OC(=O)CCC1CCCCC1)C(=O)Nc1ccc(S(N)(=O)=O)cc1 (stereo not given)
- ELG1 genotox: -1.6%
- FBPA coupling cs: x
- Giardia killer: 0.9
- FLuc counter: -3.1%
- RORg inh: x
- Tb PFK block: -1.9%
- Rab9 promoter act: -3.1%
- NPC1 promoter act: -0.5%
- VP16 counter: x
- uPA surface inh: 4.2%
- KCNH2 3.1 inh: -3.2
C=CCSc1nc2c(cnn2-c2ccc(C)c(C)c2)c(=O)[nH]1
- ELG1 genotox: -3.0%
- FBPA coupling cs: 1.6
- Giardia killer: -1.2
- FLuc counter: 1.1%
- RORg inh: 2.1%
- Tb PFK block: -4.4%
- Rab9 promoter act: -4.6%
- NPC1 promoter act: -1.8%
- VP16 counter: -6.8%
- uPA surface inh: 10.5%
- KCNH2 3.1 inh: 27.8
